Source: PubChem (several laboratories)
BAP1 block: inhibitors of BAP1 deubiquitinase, primary screen, biochemical, Ub-AMC fluorescence, kinetic; 72,000 compounds, 0.48% hits; activity remaining (% of control), % at 20 µM; AID 436, 2006; recombinant BAP1, Ub-AMC hydrolysis fluorescence kinetic; stronger effect = lower value;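 active means activity remaining at or below 50% of control, provided the compound also passes the data quality filters; inactive means the rest, including low values that fail the filters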;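 further: 100% = DMSO wells rate and 0% = substrate alone blank rate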
HePTP inhibitor: inhibitors of human HePTP phosphatase, primary screen, biochemical, absorbance, leukemia target; Tyrosine-protein phosphatase non-receptor type 7 (Homo sapiens), P35236; recombinant HePTP phosphatase activity, OD absorbance; inhibition, % at 20 µM; 110,000 compounds, 0.64% hits; AID 521, 2006; in the data active means inhibition above about 50%;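 further: plate controls were vehicle for no effect and reference inhibitor for full effect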
Target sequence (P35236 whole entry, looked up): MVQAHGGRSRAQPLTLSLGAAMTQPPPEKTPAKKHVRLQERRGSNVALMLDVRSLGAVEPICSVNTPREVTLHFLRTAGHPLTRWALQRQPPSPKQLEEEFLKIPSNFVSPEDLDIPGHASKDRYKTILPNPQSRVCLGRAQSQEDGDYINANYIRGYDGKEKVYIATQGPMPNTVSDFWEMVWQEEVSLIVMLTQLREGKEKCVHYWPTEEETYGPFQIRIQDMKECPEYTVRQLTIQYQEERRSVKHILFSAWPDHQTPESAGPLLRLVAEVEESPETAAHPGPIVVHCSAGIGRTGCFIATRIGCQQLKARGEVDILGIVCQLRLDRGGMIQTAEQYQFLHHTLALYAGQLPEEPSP
* marks the source's active call; other numbers are inactive results; nt = no result given; & = joins results of further samples.

structure	BAP1 block	HePTP inhibitor
CNc1ccc2c(O)cc(S(=O)(=O)O)cc2c1	nt	54*
N=c1c(S(=O)(=O)c2ccccc2)cc2c(=O)n3ccccc3nc2n1CC1CCCO1 (centres undefined)	164	8
COc1ccc(C(=O)NCC(=O)n2nc(C)cc2C)cc1	63	nt
COc1ccc(OC)c(CNC(=O)Cc2c(C(=O)O)[nH]c3ccccc23)c1	nt	7
COc1ccc(NC(=O)c2ccc(C(=O)c3ccccc3)o2)cc1	145	6
CCn1c(=N)n(CC(O)COc2cccc(C)c2)c2ccccc21 (centres undefined)	85	-6
COc1ccc(NC(=O)CSc2ccncc2)c([N+](=O)[O-])c1	122	-5
Cc1cc2nc3c(c(=O)n2[nH]1)CCCC3	nt	6
CCOC(=O)c1c(NC(=O)c2ccc(OC)cc2OC)sc(C(=O)N(CC)CC)c1C	nt	-8
COc1ccc(Cn2c(=O)[nH]c3cc(C(=O)NCCCN4CCCC4)ccc3c2=O)cc1	102	12

The last 3 records of the part above open the next one:
structure	BAP1 block	HePTP inhibitor
Cc1cc2nc3c(c(=O)n2[nH]1)CCCC3	nt	6
CCOC(=O)c1c(NC(=O)c2ccc(OC)cc2OC)sc(C(=O)N(CC)CC)c1C	nt	-8
COc1ccc(Cn2c(=O)[nH]c3cc(C(=O)NCCCN4CCCC4)ccc3c2=O)cc1	102	12
O=C(CSc1nnc(-c2cccc(F)c2)n1-c1ccccc1)Nc1ccccc1	nt	6
CN(C)Cc1cc(C(C)(C)C)c(O)c(C(C)(C)C)c1	97	0
COc1ccc(-n2ncc3c(N4CCCc5ccccc54)ncnc32)cc1	nt	10
COc1cccc(N(CC(=O)Nc2ccc(C(C)C)cc2)S(=O)(=O)c2ccccc2)c1	nt	5
CCOC(=O)c1cc2c(=O)n3cccc(C)c3nc2n(Cc2cccnc2)c1=N	nt	8
COc1cc(C2CC(=O)Nc3c2ccc2ccccc32)ccc1OC(=O)c1ccc(Cl)cc1 (centres undefined)	58	8
COc1ccc(C(=O)NCCC(C)C)cc1[N+](=O)[O-]	nt	12
CCOC(=O)c1ccc(-c2ccc(C(=O)Nc3ccc(-c4nc5ccccc5o4)cc3)o2)cc1	nt	3
O=C(N1CCOCC1)C12CC3CC(C1)CC(C(=O)N1CCOCC1)(C3)C2	77	2
CCOc1cccc2c1OC1(C)CC2NC(=O)N1c1cccc(Cl)c1 (centres undefined)	nt	6
O=C(NCc1cc(Br)cc(Br)c1OC(=O)c1ccc([N+](=O)[O-])cc1)c1ccccc1	nt	-3
CC(=O)OCCCN1C(=O)c2ccc([N+](=O)[O-])cc2C1=O	121	1
COc1ccc(CCN(C)CCc2ccc(OC)c(OC)c2)cc1OC	94	nt
CO/C(=N\S(=O)(=O)c1ccc(Cl)cc1)c1ccccc1	nt	6
Cc1[nH]c2ccccc2c1C(=O)CN1CCN(C2CCCCC2)CC1	104	17
CCOC(=O)CSc1nc(C2CC2)nc2ccccc12	94	1
COC(=O)c1ccccc1NC(=O)c1cc2n(n1)C(C(F)F)CC(C(F)F)N2 (centres undefined)	80	3
O=C(/C=C/c1cccc([N+](=O)[O-])c1)Nc1cc(C(F)(F)F)cc(C(F)(F)F)c1	nt	-2
Cc1ccc(S(=O)(=O)N2CCC(C(=O)O)CC2)cc1C(=O)O	82	8
C=CCn1c(-c2ccc(OC)c(OC)c2)n[nH]c1=S	97	7
CCc1c(C)nc(SCC(=O)CC(=O)OC(C)C)c(C#N)c1C	116	8
CCOC(=O)C(C)Sc1nc2ccccc2c(=O)n1CC (centres undefined)	53	-10
Cc1cccc(NC(=S)NC(NC(=O)c2ccccc2F)C(Cl)(Cl)Cl)c1 (centres undefined)	nt	5
O=C(CCCOc1ccc(Cl)cc1Cl)N1CCCc2ccccc21	nt	-7
N#Cc1c(N)c(C(=O)c2ccc(Cl)cc2)n2c1CCC2	99	4
CCc1ccc(-c2nnn(Cc3nn[nH]n3)n2)cc1	97	8
O=C(c1ccccc1)c1ccccc1C(=O)N1CCOCC1	96	-6
Cc1onc(-c2ccccc2)c1C(=O)N1CCc2ccccc21	nt	7&-9
O=C(Nc1ccc(N2CCOCC2)c(Cl)c1)c1cccnc1	72	4
CC(C)(C)c1cc(C(=O)N/N=C/c2ccc(Cl)cc2Cl)n[nH]1	nt	-3
COc1ccccc1NC(=O)COc1cc(C)c(Cl)c(C)c1	nt	6
Cc1cc(C)nc(Sc2ccc3nnc(C(F)(F)C(F)(F)C(F)(F)F)n3n2)n1	100	5
COc1ccc(Br)cc1C(=O)Nc1ccc(N2CCOCC2)cc1	nt	-4
O=C(Nc1ccc2c(c1)CCC2)c1cnn2c1NC(c1ccco1)CC2C(F)(F)F (centres undefined)	nt	-8
CC1CCC(NC(=O)c2cc3c(s2)CS(=O)(=O)C3)CC1 (centres undefined)	92	1
CCCCNC(=O)C(C#N)c1nc2ccccc2nc1N1CCN(c2ccccc2F)CC1 (centres undefined)	nt	11
O=C(CSc1ncnc2c1oc1ccccc12)Nc1cccc(Cl)c1	75	13
COc1cc(CN2CCN(C3CCCC3)CC2)cc(OC)c1OC	nt	0
N#Cc1ccc(CSc2nnc(-c3cccc(S(=O)(=O)N4CCCCC4)c3)o2)cc1	125	2
Nc1ccc(-c2ccc(S(=O)(=O)c3ccc(-c4ccc(N)cc4)cc3)cc2)cc1	nt	-16

(next part)
structure	BAP1 block	HePTP inhibitor
COc1cc(NC(=O)c2ccc(Cl)cc2)c(OC)cc1NC(=O)CN1CCOCC1	98	3
CCc1ccc(/C=C2/Sc3ccccc3C2=O)cc1[N+](=O)[O-]	nt	34
CCc1[nH]c(=O)c(C#N)c2c1CCCC2	nt	4
CCOC(=O)C1=C(Cn2cnc3ccccc32)NC(=O)NC1c1cc(C)ccc1C (centres undefined)	92	8
CNc1nc(C)nc(-c2ccccc2O)n1	89	5
CCSc1nc2c(c(=O)n(C)c(=O)n2C)n1Cc1ccc(Cl)cc1	82	0
COc1ccc(CN(Cc2ccccn2)S(=O)(=O)c2ccc(-n3cnnn3)c(OC)c2)cc1	108	-11
COc1ccccc1NCN1C(=O)S/C(=C\c2ccc(C(C)C)cc2)C1=O	nt	6
O=C(O)CCCC(=O)c1ccc2c(c1)OCCOCCOCCOCCO2	189	nt
COc1cc(-c2c(C#N)c(N)nc3c2c(C)nn3-c2ccc(C)c(C)c2)cc(OC)c1OC	280	3
CN1/C(=C/C=N/n2cnnc2)C(C)(C)c2ccccc21	nt	-1
Cn1c(Sc2nc3ccc([N+](=O)[O-])cc3s2)nc2sc3c(c2c1=O)CCCC3	nt	6
CC1(C)NN(c2ccccc2)C(=S)N1c1ccccc1	nt	-10
Cc1cccc(C(=O)N(C(C)C)C(C)C)c1	nt	5
Cc1ccc(N(Cc2ccc(C(=O)N/N=C/c3cc(Br)c(C)o3)cc2)S(C)(=O)=O)cc1C	nt	-16
Cc1ccc(N=Cc2ccc(OC3CSC3)cc2)cc1C	nt	-2
CCOC(=O)c1c(N)sc2c1CCc1ccccc1-2	nt	1
COC(=O)c1c(C)oc2ccc(OC(=O)c3c(C)oc4ccc(OC(C)=O)cc34)cc12	nt	-9
CCc1ccc(NC(=O)CC2NCCNC2=O)cc1 (centres undefined)	68	7
O=C1C(=O)N(Cc2cccnc2)C(c2ccc(Cl)cc2Cl)/C1=C(\O)c1ccccc1 (centres undefined)	nt	6
O=c1c2ccccc2nnn1CSc1nnc(-c2cccc(S(=O)(=O)N3CCCCC3)c2)o1	90	6
CC(C)N(C(=O)N1CCC(c2nc(-c3ccncc3)no2)CC1)C(C)C	86	-3
Cn1nc(OCCOc2ccccc2)ccc1=O	91	6
COc1ccc(CN2CCN(C(=O)c3ccc(-c4ccccc4)cc3)CC2)c(OC)c1OC	nt	-3
CCN=C1SC(CC(=O)NC(N)=O)C(=O)N1CC (centres undefined)	nt	4
Cc1ccc(S(=O)(=O)Nc2ccc(C(=O)Nc3cc(C)on3)cc2)cc1	137	6
Cc1cc(C)c(C(N)=O)c(Nc2ccccc2)n1	nt	-19
Cc1cc(C)n(-c2ccc(Cl)c(C(=O)O)n2)n1	132	3
CCOc1ccccc1NC(=O)COc1cc(C)ccc1C(C)(C)C	115	nt
N#Cc1c(N2CCCCC2)nc(N2CCCCC2)c2c1CCN(Cc1ccccc1)C2	53	2
COc1cccc(/C=C2/SC(=S)N(CCC(=O)Nc3c(C)n(C)n(-c4ccccc4)c3=O)C2=O)c1	nt	-12
O=C(C1CCC(=O)N1Cc1ccccc1Cl)N1CCN(c2cccc(Cl)c2)CC1 (centres undefined)	115	7
Cn1ccnc1SCC(=O)Nc1cccc2ccccc12	109	10
CC(C(=O)NCc1ccccc1)N1C(=O)CN(C)C(=O)c2ccccc21 (centres undefined)	103	6
O=C(NC1CCCC1)C1C2C=CC3(CN(Cc4cccs4)C(=O)C13)O2 (centres undefined)	99	2
Cc1cccc(OCC(=O)NCc2cccnc2)c1	nt	0
CC(=O)N1CCN(C(=S)c2ccc(-c3ccccc3Cl)o2)CC1	121	nt
Cc1ccc(C2=[N+]([O-])C3(CCCCC/C3=N\O)N(O)C2(C)C)o1 (centres undefined)	95	-10
O=C(N/N=C/c1c(F)cccc1Cl)c1ccc(O)cc1O	nt	-1
O=C(CSc1ncccc1-c1nc2ccccc2[nH]1)NC1CC1	76	2
COC(=O)C1=C(C(=O)OC)C2(OC1c1ccccc1C)C(=O)c1ccccc1C2=O (centres undefined)	nt	2
O=C1c2ccc(Oc3cccc([N+](=O)[O-])c3)cc2C(=O)N1c1ccc(Br)cc1	73	nt
Cc1[nH]nc2c1C(=O)CCC2	103	-5
COc1cccc(/C=C2/SC(N)=NC2=O)c1O	nt	10
O=[N+]([O-])c1ccc(-c2noc(COc3cccc4ccccc34)n2)cc1	nt	-8

Some of the entries so far, with values under each structure:
Values run as follows: BAP1 block | HePTP inhibitor
Cn1ccnc1SCC(=O)Nc1cccc2ccccc12
  109 | 10
CC(C(=O)NCc1ccccc1)N1C(=O)CN(C)C(=O)c2ccccc21 (centres undefined)
  103 | 6
O=C(NC1CCCC1)C1C2C=CC3(CN(Cc4cccs4)C(=O)C13)O2 (centres undefined)
  99 | 2
Cc1cccc(OCC(=O)NCc2cccnc2)c1
  nt | 0
CC(=O)N1CCN(C(=S)c2ccc(-c3ccccc3Cl)o2)CC1
  121 | nt
Cc1ccc(C2=[N+]([O-])C3(CCCCC/C3=N\O)N(O)C2(C)C)o1 (centres undefined)
  95 | -10
O=C(N/N=C/c1c(F)cccc1Cl)c1ccc(O)cc1O
  nt | -1

Further structures follow.
structure	BAP1 block	HePTP inhibitor
O=C1c2ccccc2NC(c2ccc(Cl)c(Cl)c2)N1Cc1ccco1 (centres undefined)	nt	-11
CCN1CCN(C(=O)Cn2c(=O)sc3ccccc32)CC1	91	7
CCOc1ccc(-c2cn3c4ccccc4n(CCN(CC)CC)c3n2)cc1	nt	4
Nc1nc(-c2ccccc2Br)cs1	79	3
Cc1ccc(OCCNC(=O)CCc2ccccc2)cc1C	nt	6
C=CCOc1ccc(C(=O)N(Cc2ccc(N(C)C)cc2)C2CCS(=O)(=O)C2)cc1 (centres undefined)	105	8
COc1ccc(-n2c(=S)[nH]c3sc4c(c3c2=O)CC(C)(C)SC4)cc1	nt	-16
COc1ccccc1-n1c(C=Cc2c(C)[nH]c3ccccc23)nc2ccccc2c1=O	51	nt
Cc1cccc(C)c1OCCCSC#N	nt	-4
Cc1ccc(OCCN2C(=O)CSC2=O)cc1	112	6
Cc1nc(N2CCN(Cc3ccccc3)CC2)nc2c1C(=O)CCC2	90	3
Cc1cc(C)c(S(=O)(=O)NCc2cn3c(C)csc3n2)c(C)c1	90	7
O=C(c1cccc(F)c1)N1CCN(c2ccc([N+](=O)[O-])cc2)CC1	nt	8
O=C(NCCc1ccccc1)c1cc2n(n1)C(C(F)(F)F)CC(c1cccs1)N2 (centres undefined)	nt	6
O=C(COC(=O)C12CC3CC(CC(O)(C3)C1)C2)NC(=O)NCc1ccco1	118	-9
CCc1c(C)nc2[nH]nc(-c3ccccc3)n2c1=O	88	5&9
CS(=O)(=O)Nc1ccccc1C(=O)N1CCOCC1	137	-2
NC(=O)c1ccccc1NS(=O)(=O)Cc1ccccc1	nt	7&4
COc1ccc(N(CC(=O)O)S(=O)(=O)c2ccccc2)cc1	nt	4
Cc1ccccc1OCC(=O)N1CCN(c2ccc([N+](=O)[O-])cc2)CC1	nt	3
CN(C)CCCN1C(=O)C(=O)/C(=C(/O)c2ccc3c(c2)OCCO3)C1c1ccco1 (centres undefined)	91	5
CCOC(=O)C1=C(C)N=c2s/c(=C\c3ccncc3)c(=O)n2C1c1ccc2c(c1)OCO2 (centres undefined)	nt	5
Clc1ccc2[nH]c3c(c2c1)CCc1cn[nH]c1-3	83	6
C=CCN1C(=O)/C(=C/c2ccc(N(C)C)cc2)C(=O)NC1=S	nt	0
Cc1nc2ccc3nc(NC(=O)c4cc([N+](=O)[O-])ccc4Cl)sc3c2s1	92	nt
O=C(N/N=C/c1ccc(Br)cc1)C12CC3CCC(CC(C3)C1)C2	nt	-7
O=C1NC(=Nc2ccc(Cl)cc2)SC1Cc1cccc([N+](=O)[O-])c1 (centres undefined)	nt	-27
